K1F lysis inhibition = inhibition of K1F phage lysis, E. coli UTI89, bacterial capsule biogenesis inhibitors, alamar blue (AID 488966). one-dose inhibition, % at 100 µM; IC50 in µM for titrated hits. 340,000 tested, 0.02% active. E. coli UTI89 K1F phage lysis, alamar blue, 2 h; higher % means a stronger effect;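 active = phage lysis inhibition, versus mean bacterial control, above a set limit; inconclusive = no clear call, values can overlap the other calls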;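 also: capsule biogenesis inhibitors block K1F phage lysis so surviving cells raise fluorescence; higher fluorescence means more inhibition of phage lysis; actives were called in the ten point dose series up to 300 µM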
ER stress rescue = rescue of cells from ER stress-induced death, primary screen, 384-well, CSM14.1, thapsigargin, ATP luminescence (AID 1222). 190,000 tested, under 10 active. CSM14.1 thapsigargin-induced death rescue, ATP luminescence; higher % means a stronger effect. cellular ATP content (survival), % at 20 µM, or EC50 in µM where a hit was titrated;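 active = EC50 below 50 µM in the dose-response confirmation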;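 also: death triggered by thapsigargin at about 15 µM added after 2 h compound pretreatment; cell ATP read after overnight thapsigargin exposure of roughly 18 to 22 hours; normalized against plate controls of thapsigargin alone and 5% DMSO vehicle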
TNAP activation fold = human TNAP enzyme activators, primary screen, biochemical, luminescent, no phosphate acceptor, uHTS (AID 1001); Alkaline phosphatase, tissue-nonspecific isozyme (Homo sapiens); purified TNAP, luminescent activation assay, no phosphate acceptor; higher activation fold means a stronger effect; one-dose activation fold at 20 µM; EC50 in µM for titrated hits; 200,000 tested, 0.03% active; in the data active = activation fold from about 3, or a potency from the dose series; inactive = the rest, 99 in 100 with activation fold below about 1.6; also: many of its hits are not listed in these tables
WT yeast gro inh = growth inhibition of WT strain, primary screen, mitochondrial fusion inhibitor project, WT and mutant strains, chemical genetic. mitochondrial fusion phenotypic screen. inhibition, % at 10 µM. 190,000 tested, 2.1% active; in the data active = inhibition above about 58%; tested in S. cerevisiae
PMI inhibitors = inhibitors of human PMI, primary screen, biochemical, fluorescence intensity, coupled assay (AID 1209). purified PMI enzyme, coupled fluorescence intensity; higher % means a stronger effect. 190,000 tested, 0.42% active. inhibition, % at 20 µM; hits with a dose series show IC50 in µM;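 also: plate controls were DMSO vehicle for no effect and wells lacking substrate for full effect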
human PMI inhibitors = human PMI inhibitors, high substrate, primary screen, biochemical, fluorescence intensity, high mannose 6-phosphate (AID 1220); Mannose-6-phosphate isomerase (Homo sapiens); recombinant PMI enzyme, coupled fluorescence intensity; higher % means a stronger effect; inhibition, % at 20 µM, or IC50 in µM where a hit was titrated; 190,000 tested, 0.66% active
Myeloid diff 2 = induction of myeloid progenitor differentiation, primary screen, cell-based, flow cytometry, MLPCN library; 360,000 tested, 1% active; ER-HoxA9 myeloid progenitors, lysozyme-GFP differentiation; calls only at 10 µM;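 active = normalized GFP-positive differentiation at or above the plate's own cutoff, the solvent-only control mean plus 3 SD; inconclusive = no clear call, values can overlap the other calls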;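 also: cells exposed to compound for four days before flow analysis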
P. falciparum M1AAP = P. falciparum M1AAP inhibitors, biochemical, fluorogenic H-Leu-NHMec substrate, 1536-well (AID 1445). recombinant M1AAP, H-Leu-NHMec fluorogenic kinetic assay; higher % means a stronger effect. inhibition, % at 30 µM, or IC50 in µM where a hit was titrated. 220,000 tested, 0.42% active;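 active = primary inhibition above the hit cutoff, then over 50% inhibition at one or more dose response concentrations, cut at about 23% in these data, passing the limit was not always enough; inconclusive = conflicting primary data, or primary hits not chosen for dose response; inactive = low primary inhibition, or under 50% at every dose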;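 also: plate controls were DMSO full reaction for no effect and no enzyme background for full effect; strong numbers were not always called active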
Hep lipid drop = inhibitors of hepatocyte lipid droplet formation, primary screen, imaging, high-throughput imaging, BODIPY stain | 240,000 tested, 0.4% active | AML12 mouse hepatocytes, oleate lipid droplets | inhibition, % at 6.5 µM;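 active = lipid droplet intensity inhibited by at least 50%, with more than 500 cells counted; inconclusive = wells with under 300 cells, treated as cytotoxic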
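System: AML12 hepatocytes (mouse). Probe or stimulus: oleic acid at 100 µM to induce lipid droplet formation. Times: overnight treatment with compound plus oleate. Detection: Image-based BODIPY and DAPI two-channel analysis. Evaluation: percent inhibition of filter-corrected integrated lipid droplet intensity per well.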
WT yeast gro inh mutant strain = also measured in WT yeast gro inh; calls as there; inhibition, %; mitochondrial fusion phenotypic screen, mutant strain inhibition
Hep lipid drop cells 6.5 µM = recorded beside Hep lipid drop, whose call it bears; cell count; measured here: cell count, cytotoxicity flag;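 cells counted across two imaged fields per well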
Myeloid diff 2 GFP+ MAC1+ % = also measured in Myeloid diff 2; calls as there; GFP+ MAC1+ double positive, %; measured here: differentiation confirmed by MAC1 staining
The depositor's hits bear a star; i = inactive; u = inconclusive; x = no result given; [ ] = another dose, or the depositor's remark. Rule as the data show it, unless noted: active = inhibition above about 50%; inactive = the rest.

SMILES	K1F lysis inhibition	ER stress rescue	TNAP activation fold	WT yeast gro inh	WT yeast gro inh mutant strain	PMI inhibitors	human PMI inhibitors	Myeloid diff 2	Myeloid diff 2 GFP+ MAC1+ %	P. falciparum M1AAP	Hep lipid drop	Hep lipid drop cells 6.5 µM
COc1ccc(CCNC(=O)Cn2c([N+](=O)[O-])cnc2C)cc1OC	1.2%	0.7%	1.1	-20	-6	6%	4%	i	0.8	x	3	726
Cc1ccc(/C(O)=C2/C(=O)C(=O)N(Cc3ccco3)C2c2cccs2)cc1 (stereo unspecified)	-1.2%	-0.6%	1.1	7	-12	-4%	5%	i	3.2	12%	x	x
CCCc1nc(-c2cc3cc(C)ccc3[nH]c2=O)no1	0.2%	x	x	x	x	x	x	i	0.1	15%	0	706
CN(C)CCCNc1cc(C(C)(C)C)nc2c(-c3ccccc3)cnn12	-0.9%	x	x	x	x	x	x	i	1.5	13%	28	761
COc1ccc(Cc2nnc(NC(C)=O)s2)cc1	0.1%	2.1%	1.1	16	-2	-1%	-6%	i	0.3	0%	-9	610
C=CCn1c(SCC(=O)Nc2c(C)nn(Cc3ccccc3)c2C)nnc1C(O)c1ccccc1 (stereo unspecified)	-0.2%	-1.9%	1	-11	-17	5%	4%	i	1.7	-1%	-5	686
CN(C)CCCNC(=S)N(Cc1cccs1)Cc1cc2cc3c(cc2[nH]c1=O)OCCO3	2.0%	-4.7%	1.1	-6	-10	13%	18%	i	0.6	11%	3	674
CC(C)N(Cc1nc(COc2ccccc2)no1)Cc1nccn1C	1.0%[50 µM]	0.6%	1.1	7	8	0%	0%	i	0.4	11%	-12	723
CCn1c(-c2ccco2)n[nH]c1=S	-1.6%	-2.5%	1	-3	5	17%	13%	i	2.5	0%	-10	742
O=C(Oc1ccc(/C=N/O)cc1)c1ccccc1	0.3%	0.1%	1.1	15	-1	6%	5%	i	0.7	4%	x	x
COc1ccc(OC)c(NC(=O)C2C3CCC(O3)C2C(=O)O)c1 (stereo unspecified)	x	-0.7%	1.1	-13	2	17%	35%	x	x	5%	x	x
Cc1ccc(S(=O)(=O)C2(C(=O)Nc3ccc4c(c3)OCO4)CC2)cc1	-0.4%	-1.5%	1.1	-1	-15	18%	20%	i	1.0	9%	-13	713
COc1cccc(CNc2cccc(C(F)(F)F)c2)c1O	-0.2%	-2.0%	1.2	51	12	14%	21%	i	0.3	4%	-2	727
COc1cnc(-c2ccccc2)nc1Oc1ccccc1C	-0.1%	-0.9%	1	5	-10	15%	12%	i	0.7	5%	x	x
CS(=O)(=O)c1cnc(-c2ccccc2)nc1-c1ccc(Cl)c(Cl)c1	0.0%	-0.7%	1.1	5	-3	-10%	-11%	i	0.5	-1%	3	669
c1ccc(C(c2ccccc2)c2nc(-c3cccnc3)no2)cc1	3.9%	-1.6%	0.9	86*	67*	2%	11%	i	1.6	-7%	x	x
O=C(NCCn1cccn1)c1ccc(OC2CCN(CCc3ccccc3)CC2)cc1	0.3%	0.3%	1	0	9	6%	-2%	i	0.9	-2%	12	674
Fc1cccc(Cc2noc(CN3CCN(c4cnccn4)CC3)n2)c1	0.0%	-0.2%	1.1	21	10	1%	-2%	i	0.7	3%	4	672
CCO[C@@H]1OC(C(=O)N2CCOCC2)=C[C@H](c2coc3ccccc3c2=O)[C@H]1CCCO	2.6%	2.7%	1.1	-10	-5	6%	5%	i	3.3	4%	16	703
O=C(O)CCc1nnc(SCC(=O)Nc2cccc(C(F)(F)F)c2)[nH]c1=O	0.2%	-1.0%	1.1	2	5	-13%	-16%	i	0.4	-5%	1	679
OC(CSc1ccc(F)cc1)CN1CCN(c2ccccc2)CC1 (stereo unspecified)	0.3%	-1.8%	1	6	14	-19%	-9%	i	0.1	1%	-1	710
Clc1cccc(-c2nc(NCC3CCCO3)c3ccccc3n2)c1 (stereo unspecified)	-1.2%	-0.9%	1.1	74*	69*	22%	17%	i	0.1	11%	0	752
Cn1c(-c2cc3c(C(F)(F)F)nn(C)c3s2)n[nH]c1=S	0.2%	-2.6%	0.8	-2	1	7%	12%	i	1.0	3%	x	x
CCOC(=O)c1cc(C)n(S(=O)(=O)c2ccc(C)cc2)c1C	-0.2%	-2.8%	1	2	-12	4%	3%	i	1.3	4%	x	x
Cc1cccnc1NC(=O)C1CCN(S(=O)(=O)c2cccs2)CC1	0.5%	0.2%	1.1	14	23	10%	6%	i	0.5	5%	-17	800
NC(=NCCc1c[nH]c2ccccc12)NS(=O)(=O)c1cc(F)ccc1F	3.8%	10%	1.1	-2	-7	7%	2%	i	0.2	15%	-8	302
CCOc1ccc(S(=O)(=O)N(C)c2ccc(OCC(=O)N3c4ccc(C)cc4C4CN(C)CCC43)cc2)cc1 (stereo unspecified)	-0.5%[50 µM]	-1.7%	1.2	11	4	-1%	14%	i	0.2	-2%	-3	650
CCOc1cc(C2CC(=O)N3CN(C4CCCCC4)CSC3=C2C#N)ccc1O (stereo unspecified)	0.4%	x	1	-4	3	54%*	49%	i	1.7	7%	-1	618
CC1(C)CC(NC(=O)c2c(N)no[n+]2[O-])CC(C)(C)N1	0.4%	-13%	1.1	1	7	-7%	-11%	i	0.2	4%	6	746
CCOC(=O)Cc1csc(NS(=O)(=O)c2ccc3c4c(cccc24)C(=O)N3CC)n1	-0.5%	-2.1%	1.1	9	12	-6%	36%	i	1.4	23%*	x	x
CCS(=O)(=O)N1CCC(c2nc(-c3ccc(C)cc3)no2)CC1	0.0%	1.4%	1.1	6	0	-5%	-6%	i	7.6	-5%	x	x
Cc1noc(C)c1C(=O)OCC(=O)NC1CC1	0.6%	0.2%	1	-7	-6	1%	-6%	i	0.9	-1%	-2	903
Cc1cc(C(F)F)n2ncc(C(=O)NCCc3ccccc3Cl)c2n1	4.9%	-0.3%	1.1	12	8	1%	-1%	i	0.5	11%	-22	761
O=C(c1ccccc1)N1CCN(C(=O)c2ccc3c(c2)OCCO3)CC1	-0.4%	0.0%	1.1	-13	0	-9%	-7%	i	1.1	2%	12	688
CC/C=C/C(=O)N1CC2(CC(c3cccc(NC(=O)CC)c3)=NO2)C[C@H]1C(N)=O (stereo partly specified)	0.7%	x	x	x	x	x	x	i	1.0	4%	-5	640
CCOC(=O)c1c(C)[nH]c(C)c1C(=O)COC(=O)c1cccc(S(=O)(=O)NC)c1	3.4%	-1.6%	1.1	-12	-20	7%	2%	i	1.0	0%	x	x
NC(=O)c1ncc(C(F)(F)F)cc1Oc1cccc(F)c1	0.3%	-1.1%	1	2	11	-9%	-5%	i	0.4	16%	15	807
Cc1ccc(C(=O)Nc2ccccc2C(=O)N2CCCC2)cc1[N+](=O)[O-]	1.7%	-3.0%	1.1	-8	9	1%	5%	i	0.5	3%	-10	662
Nc1c2c(nc3ccccc13)N(C1CCCCC1)CC2	1.5%	-2.4%	1.1	15	0	5%	4%	i	1.3	-3%	-4	657
Cc1nc(SCN2C(=O)c3ccccc3C2=O)n[nH]1	0.2%	1.5%	1.3	-7	-3	-1%	-14%	i	0.2	5%	-3	721
O=C(Cc1ccccc1)NCC(=O)OCC(=O)c1ccc([N+](=O)[O-])cc1	-8.2%	-2.7%	1.1	-3	22	-3%	-5%	i	0.1	2%	-4	615
O=C1S/C(=C\c2ccc(O)c([N+](=O)[O-])c2)C(=O)N1c1ccccc1Cl	-1.7%	0.3%	0.9	80*	54*	-5%	4%	i	0.4	u	0	616
Cc1ccc(C(=O)N(Cc2nc(-c3ccc(C)cc3)no2)C(C)C)cc1	-2.1%	7.3%	1.2	15	6	4%	-6%	i	1.3	-3%	x	x
Cc1ccc(S(=O)(=O)c2ccc(Cl)cc2)cc1S(=O)(=O)N(C)CC(=O)O	-4.9%	-0.1%	1.1	13	3	-11%	-2%	i	1.1	-4%	11	685
Cc1ccc(-c2nnc3sc(CCc4ccccc4)nn23)cc1	0.0%	-2.5%	1.1	40	42	8%	2%	i	7.5	0%	6	783
CCOCCCNC(=O)C1CCC(CNS(=O)(=O)c2ccc(F)cc2)CC1 (stereo unspecified)	0.6%	-1.5%	1.1	0	-3	7%	3%	i	0.5	-1%	x	x
COc1cc(C2C(C#N)=C(N)Oc3n[nH]c(C)c32)ccc1OC(=O)c1ccccc1 (stereo unspecified)	-0.6%	3.9%	1	-12	-4	4%	0%	i	6.4	1%	x	x
C=C1SC(Nc2c(C)cc(C)cc2C)=NC12CCCCC2	-0.3%	x	x	x	x	x	x	i	0.8	11%	-38	758
O=C(COc1ccccc1C(=O)c1cnn(-c2ccccc2)c1)Nc1ccccc1	0.3%	-4.2%	1	40	8	18%	15%	i	0.8	-12%	1	600
S=C(NCc1ccco1)N1CCN(c2ccccc2Cl)CC1	0.0%	0.1%	1.1	72*	71*	0%	2%	i	0.2	0%	1	643
COc1ccc(C(=O)COC(=O)CCN2C(=O)[C@@H]3[C@H](C2=O)[C@@H]2C[C@H]3C(Br)C2Br)cc1 (stereo partly specified)	4.9%[50 µM]	-2.9%	1.1	5	-18	15%	3%	i	2.1	2%	-2	566
CN1C(=O)c2ccccc2C(C(=O)NCCCN2CCCC2=O)C1c1c[nH]c2ccccc12 (stereo unspecified)	x	-1.1%	1.1	16	22	0%	-4%	x	x	0%	1	793
O=C(NC12CC3CC(CC(C3)C1)C2)N1CCN(C2CCCCC2)CC1	0.3%	-0.3%	1	-4	8	-5%	-2%	i	0.1	1%	5	747
Fc1ccc(CNC(=S)Nc2cccc(Cl)c2)cc1	u	-1.2%	1.1	60*	15*	0%	0%	i	0.7	7%	5	689
CCC(C)n1ncn(-c2ccc(N3CCN(c4ccc(OC)cc4)CC3)cc2)c1=O (stereo unspecified)	0.1%	-7.3%	1.1	12	10	1%	21%	i	0.7	3%	-1	635

With a hit mark in P. falciparum M1AAP (from the list above):
SMILES | TNAP activation fold | WT yeast gro inh mutant strain | PMI inhibitors | human PMI inhibitors | Myeloid diff 2 GFP+ MAC1+ % | P. falciparum M1AAP
CCOC(=O)Cc1csc(NS(=O)(=O)c2ccc3c4c(cccc24)C(=O)N3CC)n1 | 1.1 | 12 | -6% | 36% | 1.4 | 23%*
